Compound activity: PubChem, NCI
NCI-60 one-dose screen, 48 h, at 10 µM unless noted. Numbers give growth in % (100 = growth as untreated, 0 = no growth, -100 = all killed).
DU-145: DU-145 prostate cancer | actives 4.2% (n = 81,000) | AID 1794760
OVCAR-5: OVCAR-5 ovarian cancer | AID 1794783 | actives 2.9% (n = 82,000)
SK-OV-3: SK-OV-3 ovarian cancer cells; actives 3.2% (n = 80,000); AID 1794785
OVCAR-8: OVCAR-8 ovarian cancer; actives 4.4% (n = 81,000)
U251: U251 CNS tumor cells | actives 5.4% (n = 80,000)
OVCAR-3: OVCAR-3 ovarian cancer. actives 7% (n = 79,000). AID 1794787
SF-268: SF-268 CNS cancer cells; actives 3.1% (n = 82,000); AID 1794759
PC-3: PC-3 prostate cancer cells | actives 3.9% (n = 80,000) | AID 1794754
OVCAR-4: OVCAR-4 ovarian cancer cells; actives 3.7% (n = 80,000); AID 1794784
The depositor's hits bear a star; nt = not tested or not shown; & = joins results of further samples. The calls were made as follows: active = growth percent below 10; inactive = the rest.

The first two entries, to show the layout:
SMILES	DU-145	OVCAR-5	SK-OV-3	OVCAR-8	U251	OVCAR-3	SF-268	PC-3	OVCAR-4
N#Cc1c(-c2ccccc2)nc(N2CCOCC2)[nH]c1=O	114.4	110.6	96.7	99.7	101.6	101.5	106.8	113.0	111.4
O=c1c2cnn(-c3ccccc3)c2n2c(-c3ccc(Cl)cc3)nnc2n1-c1ccccc1	107.0	115.6	86.2	102.6	94.7	109.1	101.3	nt	117.9

All compounds of this part (from the top)
SMILES	DU-145	OVCAR-5	SK-OV-3	OVCAR-8	U251	OVCAR-3	SF-268	PC-3	OVCAR-4
N#Cc1c(-c2ccccc2)nc(N2CCOCC2)[nH]c1=O	114.4	110.6	96.7	99.7	101.6	101.5	106.8	113.0	111.4
O=c1c2cnn(-c3ccccc3)c2n2c(-c3ccc(Cl)cc3)nnc2n1-c1ccccc1	107.0	115.6	86.2	102.6	94.7	109.1	101.3	nt	117.9
CC(=O)N1N=C(c2ccc(OCC(=O)c3ccc(C)cc3)cc2)CC1c1ccc(F)cc1 (stereo not given)	102.4	110.3	85.8	82.7	80.7	89.1	90.7	56.8	81.5
O=S(=O)(Cc1ccc(CS(=O)(=O)c2ccc(Cl)cc2)cc1)c1ccc(Cl)cc1	103.8	115.7	100.9	103.3	100.1	103.0	107.9	97.5	nt
O=C1NC(=O)C2(CCCc3c([N+](=O)[O-])cccc32)N1 (stereo not given)	107.9	107.3	101.2	107.7	101.3	107.3	99.3	100.9	108.3
CCOC(=O)c1cc(C(=O)c2ccc(OC)c(OC)c2)n2c1ccc1ccccc12	109.0	104.3	93.0	94.7	96.2	99.6	81.0	81.7	91.9
CC(=O)NC1C(=O)OC(C(O)CO)C1O (stereo not given)	111.3	97.0	100.8	98.6	103.5	96.6	101.0	99.0	102.5
Fc1cc(-c2nnc(Nc3ccc(Cl)cc3)o2)cc(F)c1F	113.3	104.2	119.7	113.3	99.1	129.5	113.4	96.2	114.1
Cc1ccc(-c2ccc(C)cc2)cc1	121.3	108.4	117.1	98.9	105.7	118.5	114.8	106.9	113.1
CCCCC#Cc1c(/C=C(\CCCC)SCC)n(C)c(=O)[nH]c1=O	110.2	99.3	105.8	76.8	117.4	88.5	93.7	94.1	90.7

The listing continues.
SMILES	DU-145	OVCAR-5	SK-OV-3	OVCAR-8	U251	OVCAR-3	SF-268	PC-3	OVCAR-4
CC1(c2nc3ccccc3cc2C#N)OCCO1	nt	104.6	102.4	105.5	nt	113.2	108.4	91.5	nt
Nc1nc2c(s1)CCc1c-2c(Br)n(Cc2ccccc2)c1Br	109.2	105.0	108.0	74.3	91.6	52.5	89.1	89.1	81.8
COc1ccc(Br)c(C(C)=O)c1	108.4	106.6	98.8	103.3	100.9	104.9	107.9	96.0	112.4
COc1cc2oc(-c3cccc(NC(=O)c4cccc(C#N)c4)c3)cc(=O)c2c(OC)c1OC	97.5	95.8	107.6	66.6	92.0	94.1	96.7	84.5	104.1
Cn1c(=O)c2[nH]c(C(F)(F)F)nc2n(C)c1=O	103.2	105.2	84.2	101.8	92.0	114.0	100.3	97.9	99.2
CC(C)=NOC(=O)Nc1cccc(Cl)c1	103.4	100.6	113.5	123.5	109.5	105.4	104.1	85.6	nt
CC(c1ccccc1)C1(O)CCCC1 (stereo not given)	103.7	88.8	92.8	105.2	97.8	112.0	94.8	90.6	104.2
COc1cccc(-c2nc3ccc(C(=O)NN4C(=O)c5ccc(C(=O)O)cc5C4=O)cc3[nH]2)c1	114.8	108.9	118.6	117.8	109.5	138.3	108.1	110.1	94.4
Cc1oc2c(c1C(=O)N1CC[C@@H](N)C1)C(=O)c1c(c(O)c3ccccc3c1O)C2=O	24.0	85.3	35.3	12.9	23.8	3.5*	16.0	10.9	nt
CC1=C2CC[C@@](C)(O)C2[C@H]2OC(=O)/C(=C/c3cccc(C(F)(F)F)c3)[C@@H]2CC1 (stereo not given in full)	93.3	107.4	91.4	81.5	85.2	98.1	90.6	74.5	94.4

Continued:
SMILES	DU-145	OVCAR-5	SK-OV-3	OVCAR-8	U251	OVCAR-3	SF-268	PC-3	OVCAR-4
Cc1ccc(C(C)(C)c2ccc(N)cc2)cc1	116.8	103.9	107.5	nt	99.5	102.5	100.3	95.0	nt
O=c1[nH]nnc2c1cnn2-c1ccccc1	109.9	101.5	102.4	100.3	nt	107.3	100.4	98.9	109.5
CCOC(=O)n1cnc2c(Cl)ncnc21	106.0	nt	94.2	65.0	101.1	111.8	111.3	112.9	107.2
Cc1cc(=O)[nH]c(N/N=C/C(C)C)n1	116.3	103.0	105.6	103.4	98.7	115.1	109.6	89.4	94.9
Cc1ccc(-c2cc(-c3nnc(SCC(=O)c4ccccc4)o3)c3ccccc3n2)cc1	95.2	92.0	105.8	100.1	98.3	97.7	88.9	95.5	86.0
COc1cc(Cn2c(SCCC(=O)Nc3ccc(F)cc3)nc3ccccc3c2=O)cc(OC)c1OC	101.4	94.1	95.0	84.1	95.2	nt	80.9	75.8	85.0
CCOC(=O)/C=C1/S/C(=N\N=C\c2ccc(C(F)(F)F)cc2)N(c2ccccc2)C1=O	106.6	113.9	117.6	104.9	102.4	101.9	93.7	103.8	104.6
O=C(NCc1ccco1)C1CCN(S(=O)(=O)c2ccc(Cl)cc2)CC1	-18.5*	103.4	94.5	80.4	83.0	-64.7*	37.1	-43.6*	nt
NC(=S)N1N=C(c2ccccc2)CC1=O	103.9	91.0	105.0	99.3	100.9	111.8	104.3	95.4	113.7
CCOC(=O)c1ncc(-c2cc(F)c(F)c(F)c2)c(NC2CCCCCC2)n1	114.0	96.9	108.8	90.1	90.1	103.5	93.2	88.2	92.0

(next part)
SMILES	DU-145	OVCAR-5	SK-OV-3	OVCAR-8	U251	OVCAR-3	SF-268	PC-3	OVCAR-4
C=CC(=O)NCCNc1nccc(Nc2ccc(S(=O)(=O)Nc3ccccn3)cc2)n1	96.2	103.1	107.0	102.2	99.2	100.8	93.4	94.2	97.3
CCCCC(CC)COC1CCS(=O)(=O)C1 (stereo not given)	113.0	106.2	90.1	101.9	96.1	100.9	103.9	94.9	104.1
O=C(NNc1ncnc2ccccc12)Nc1ccccc1	112.4	104.7	108.7	106.0	108.6	113.2	105.7	101.4	111.6
COc1cc(NC(=O)CSc2nnc(-c3ccc(-c4nc5ccccc5[nH]4)cc3)o2)cc(OC)c1OC	84.8	92.8	112.6	75.5	74.9	60.3	92.1	78.3	91.0
Cc1cc2c(-c3nc4ccccn4c3NC34CC5CC(CC(C5)C3)C4)c(O)c(O)cc2c(O)c1-c1c(C)cc2c(-c3nc4ccccn4c3NC34CC5CC(CC(C5)C3)C4)c(O)c(O)cc2c1O	19.2	29.3	-11.1*	12.3	6.4*	27.6	17.0	14.7	21.4
COc1ccc(/C=C2\CC/C(=C\c3ccc(OC)c(O)c3Cl)C2=O)c(Cl)c1O	106.5	103.9	107.0	100.9	105.0	110.8	99.4	100.4	100.9
O=C(Nc1ccc(Cl)cc1)Sc1nnc2sc3ccccc3n12	104.9	89.1	99.9	103.9	102.3	97.9	95.4	81.4	98.6
Nc1cccc2c1C(=O)c1ccc(Cl)cc1C2=O	103.7	116.3	97.7	95.4	88.8	102.4	79.8	82.4	85.7
COc1ccc(NC(=O)Nc2ccccc2F)cc1	104.6	93.6	107.7	104.6	101.8	105.1	100.3	97.0	112.5
Nc1ncnc2c1cnn2C1CC(O)C(CO)O1 (stereo not given)	120.4&113.6	102.2&98.7	103.1&107.5	97.5&121.4	103.4&113.8	125.5&120.6	116.2&113.5	94.6&99.6	nt

(listing goes on)
SMILES	DU-145	OVCAR-5	SK-OV-3	OVCAR-8	U251	OVCAR-3	SF-268	PC-3	OVCAR-4
CCOC(=O)c1c(C(=O)O)[nH]c(C)c1C	105.0	95.4	84.5	101.1	98.2	110.8	101.1	86.4	93.7
O=C(C(=O)c1ccc(O)c(O)c1)c1ccc(O)c(O)c1	109.3	97.3	107.6	99.2	101.6	100.4	96.5	102.3	98.5
NC(N)=N/N=C/c1ccccc1O	122.0	103.4	111.3	111.1	112.3	123.1	120.0	92.5	126.8
COc1ccc(/C=C2\C(=O)N(c3nc(-c4c(O)cc(C)oc4=O)cs3)N=C2C)cc1	107.1	102.4	105.5	96.0	79.4	108.1	100.0	90.2	96.4
Clc1ccc2c(NCCCN3CCOCC3)c3oc4ccc(Cl)cc4c3nc2c1	57.2	47.4	89.3	35.6	44.1	103.9	68.5	60.8	87.4
COC(=O)c1cc(N)cc(C(=O)OC)c1	105.7	101.3	107.9	108.2	106.9	108.5	107.6	102.3	nt
CC1(C)CC[C@]2(C(=O)O)CC[C@]3(C)C(=CCC4[C@@]5(C)C[C@@H](O)[C@@H]6OC(c7cc(F)cc(F)c7)OC[C@@]6(C)C5CC[C@]43C)C2C1 (stereo not given in full)	52.5	84.1	131.7	66.2	47.0	68.4	71.9	34.6	78.0
CCCCCCNc1ncnc2c1cnn2C	106.6	97.7	83.1	96.2	86.7	110.4	103.9	73.0	90.3
O=S(=O)(c1ccccc1)N1CCN(Cc2ccccc2)c2ccccc21	110.0	99.2	102.7	99.2	96.0	106.4	106.5	84.6	nt
C#CCOc1ccccc1C(Nc1ccc(F)cc1)c1nnnn1C1CCCCC1 (stereo not given)	106.6	93.5	93.4	99.1	103.2	112.9	97.5	85.1	97.1

(list continues)
SMILES	DU-145	OVCAR-5	SK-OV-3	OVCAR-8	U251	OVCAR-3	SF-268	PC-3	OVCAR-4
Brc1cnc2[nH]cc(-c3csc(-c4ccc5ccccc5c4)n3)c2c1	109.5	105.7	91.6	103.1	96.4	101.1	105.2	102.4	89.3
O=C(Nc1cccc(-n2ccc3c(NC(=O)c4ccccc4)nccc32)c1)c1cc(N2CCOCC2)cc(C(F)(F)F)c1	-20.2*	19.3	5.0*	2.9*	4.9*	-34.8*	8.3*	27.9	83.1
CN(C)c1cccc2c(S(=O)(=O)Nc3cccc(-c4csc(NC(=O)CNCCS(=O)(=O)O)n4)c3)cccc12	102.8	105.8	122.7	101.1	103.1	nt	100.3	95.3	106.5
CCCCCCCCCCCCCCCC(=O)OCC(O)[C@H]1OC(=O)C(O)=C1O (stereo not given in full)	nt	123.7	111.1	100.1	77.9	112.4	114.9	95.7	104.5
CC1(C)N=C(N)N=C(N)N1c1ccc(OCC(=O)N2CCOCC2)c(Cl)c1	48.3	45.9	74.5	53.3	37.5	63.0	43.4	60.6	102.7
C=CCSc1nc(-c2cc(OC)ccc2OC)cc(-c2ccccc2)c1C#N	95.8	97.7	79.7	97.4	86.4	109.2	95.6	71.9	78.2
COc1ccc(-c2nc3c4c(-c5ccccc5)c(-c5ccccc5)n(Cc5ccccc5)c4ncn3n2)cc1	83.2	89.7	88.5	63.5	65.2	78.6	100.3	62.2	59.2
Cn1c(=O)c2[nH]c(N/N=C/c3cccc(Br)c3)nc2n(C)c1=O	112.9	110.4	107.8	102.7	107.1	118.0	120.8	107.8	113.7
Fc1ccc(CSc2ncnc3nc[nH]c23)cc1	110.5	108.4	nt	93.1	96.5	110.7	106.9	84.6	94.7
O=S(=O)(O)c1ccc(N=Nc2ccc(N=Nc3c(O)c(S(=O)(=O)O)cc4cc(S(=O)(=O)O)ccc34)c(S(=O)(=O)O)c2)cc1	nt	100.2	97.3	103.1	100.4	107.2	105.5	93.6	114.6

Looked up one by one from the list above, six records:
SMILES	DU-145	OVCAR-5	SK-OV-3	OVCAR-8	U251	OVCAR-3	SF-268	PC-3	OVCAR-4
O=C(Nc1cccc(-n2ccc3c(NC(=O)c4ccccc4)nccc32)c1)c1cc(N2CCOCC2)cc(C(F)(F)F)c1	-20.2*	19.3	5.0*	2.9*	4.9*	-34.8*	8.3*	27.9	83.1
COc1ccc(-c2nc3c4c(-c5ccccc5)c(-c5ccccc5)n(Cc5ccccc5)c4ncn3n2)cc1	83.2	89.7	88.5	63.5	65.2	78.6	100.3	62.2	59.2
CCCCCCCCCCCCCCCC(=O)OCC(O)[C@H]1OC(=O)C(O)=C1O (stereo not given in full)	nt	123.7	111.1	100.1	77.9	112.4	114.9	95.7	104.5
CC1(C)N=C(N)N=C(N)N1c1ccc(OCC(=O)N2CCOCC2)c(Cl)c1	48.3	45.9	74.5	53.3	37.5	63.0	43.4	60.6	102.7
Brc1cnc2[nH]cc(-c3csc(-c4ccc5ccccc5c4)n3)c2c1	109.5	105.7	91.6	103.1	96.4	101.1	105.2	102.4	89.3
Fc1ccc(CSc2ncnc3nc[nH]c23)cc1	110.5	108.4	nt	93.1	96.5	110.7	106.9	84.6	94.7

Next part
SMILES	DU-145	OVCAR-5	SK-OV-3	OVCAR-8	U251	OVCAR-3	SF-268	PC-3	OVCAR-4
CCOCCOC(=O)Nc1c(Cl)cccc1Cl	106.3	106.9	89.3	104.0	nt	110.1	101.8	113.0	114.3
C=C(C)[C@@H]1CC[C@]2(C(=O)O)CC[C@]3(C)[C@H](CC[C@@H]4[C@@]5(C)C[C@@H](CC#Cc6ccc(Cl)cc6Br)[C@H](O)C(C)(C)[C@@H]5CC[C@]43C)[C@@H]12	57.4	110.8	77.0	54.0	42.5	56.6	65.5	44.5	82.6
NS(=O)(=O)c1ccc(CCn2c(SCC(=O)N/N=C/c3ccc(O)cc3)nc3ccccc3c2=O)cc1	100.3	109.6	102.7	nt	nt	100.5	97.9	100.0	95.9
N#Cc1ccc(NC(=O)COc2ccc(/C=C3\C(=O)Nc4ccccc43)cc2)cc1	99.1	101.3	96.6	83.0	79.7	nt	85.2	66.1	94.3
C=CCNC(=O)C1COc2ccccc2O1 (stereo not given)	104.1	96.0	107.4	116.4	91.6	94.1	100.4	94.2	108.9
CNS(=O)(=O)Oc1ccc(-c2cn3ccoc3n2)cc1	105.9	91.9	111.9	108.1	105.2	nt	103.7	103.1	101.2
N#C/C(C(=O)Nc1ccccc1)=c1\s/c(=C\Nc2ccc(F)cc2)c(=O)n1-c1ccccc1	95.9	100.1	nt	66.4	98.9	92.8	93.6	81.2	88.8
CCCCCCCCCCOc1ccc(C(=O)c2ccc(OCCCCCCCCCC)cc2O)cc1	104.2	102.8	108.0	100.9	104.0	105.6	103.0	95.8	104.7

Outcome played no part in choosing rows, and some 9.5% of all compounds hit somewhere here.
